proCasp3 act = activators of human procaspase-3; recombinant procaspase-3 D3A, Ac-DEVD-pNA absorbance 405 nm; activation, % at 8.5 µM; 0.11% of 330,000 active;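 active means activation above the mean of all tested compounds plus 3 SD, cut at about 21% in these data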;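 further: 0% = DMSO alone and 100% = DMSO wells spiked with extra 5 µM PC-3 D3A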
Target sequence (P42574 whole entry D9A/D28A/D175A): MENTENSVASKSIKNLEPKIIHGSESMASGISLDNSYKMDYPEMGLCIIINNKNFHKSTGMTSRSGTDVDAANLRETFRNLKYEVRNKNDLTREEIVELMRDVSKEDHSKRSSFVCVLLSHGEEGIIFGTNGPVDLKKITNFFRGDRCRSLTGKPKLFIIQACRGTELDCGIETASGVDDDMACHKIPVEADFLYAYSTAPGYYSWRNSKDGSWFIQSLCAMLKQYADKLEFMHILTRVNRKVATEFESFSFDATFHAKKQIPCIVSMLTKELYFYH
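System: Procaspase-3 D3A mutant. Medium: Zinc-free 300 mM NaCl, 50 mM HEPES, 0.01% Triton X-100. Schedule: 1 h preincubation plus 2 h reaction at 25 °C. Measured by: 405 nm absorbance of p-nitroaniline, reads at 0 and 120 min. Read-out: percent activation relative to control range.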
MEP2-GFP yeast = alters MEP2-GFP fluorescence in TOR pathway yeast screen; S. cerevisiae MEP2-GFP strain, flow cytometry GFP, 3 h; 100% = DMSO control level; GFP response vs DMSO, % at 10 µM; 0.51% of 330,000 active; AID 2016;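 active means GFP response versus DMSO above a set limit, roughly screen mean plus 3 SD, cut at about 180% in these data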;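 further: median GFP fluorescence of the barcode-gated MEP2-GFP cells per well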
procasp7 counter = counter-screen for procaspase-3 activators: activators of human procaspase-7; P55210; 0.093% of 330,000 active; recombinant procaspase-7, Ac-DEVD-pNA absorbance 405 nm; D23A/D198A/D206A triple mutant, cannot self-cleave; scale: DMSO 0, 5 µM enzyme 100; activation, % at 8.5 µM;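 active means percent activation above the screen-wide mean plus 3 SD, cut at about 25% in these data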
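System: Procaspase-7 triple mutant (PC-7 D3A); measure: % activation from two-timepoint absorbance difference, scaled to controls; times: 1 h compound preincubation, 2 h substrate cleavage, 25 °C; also added: Ac-DEVD-pNA substrate, 400 µM as added; measured by: Epi-absorbance of released pNA at 405 nm, two timepoints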
RPL19A TOR yeast = yeast TOR pathway RPL19A-GFP modulation. S. cerevisiae RPL19A-GFP strain, flow cytometry, 3 h; hits give low values. percent response vs DMSO, % at 10 µM. 0.3% of 330,000 active. AID 2025;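 active means percent response vs DMSO below 50%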;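 further: median channel GFP fluorescence of the barcoded RPL19A-GFP strain; ratio of sample median GFP to plate DMSO average so 100% = DMSO; lower means less RPL19A-GFP as with rapamycin TOR inhibition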
LAP4-GFP MLPCN = yeast TOR pathway LAP4-GFP modulation | S. cerevisiae LAP4-GFP multiplex, flow cytometry GFP, 3 h; median GFP as percent of DMSO wells | GFP response vs DMSO, % at 10 µM | 0.34% of 320,000 active | AID 2023;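 active means GFP response vs DMSO above a set limit, about the screen mean plus 3 SD, cut at about 150% in these data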
JMJD2C inh = blocks human GASC-1 demethylase activity; GST-JMJD2C(1-420) H3K9me3 demethylation, DELFIA europium; 0.069% of 330,000 active; inhibition, % at 2.35 µM; Q9H3R0;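 active means more than half of a compound's replicate wells show inhibition beyond 50%, single wells judged on their own value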;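 further: signal counts dimethyl H3K9 product captured on neutravidin plate; 0% = median of DMSO wells and 100% = 0.3 times that DMSO median; strong numbers were not always called active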
AHR activator = activates the human aryl hydrocarbon receptor. AHR-responsive luciferase reporter cells, luminescence. activation, % at 5 µM. 2.5% of 320,000 active; in the data active means activation above about 47%;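 further: 0% = vehicle wells and 100% = reference agonist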
Target sequence (P35869 whole entry, looked up): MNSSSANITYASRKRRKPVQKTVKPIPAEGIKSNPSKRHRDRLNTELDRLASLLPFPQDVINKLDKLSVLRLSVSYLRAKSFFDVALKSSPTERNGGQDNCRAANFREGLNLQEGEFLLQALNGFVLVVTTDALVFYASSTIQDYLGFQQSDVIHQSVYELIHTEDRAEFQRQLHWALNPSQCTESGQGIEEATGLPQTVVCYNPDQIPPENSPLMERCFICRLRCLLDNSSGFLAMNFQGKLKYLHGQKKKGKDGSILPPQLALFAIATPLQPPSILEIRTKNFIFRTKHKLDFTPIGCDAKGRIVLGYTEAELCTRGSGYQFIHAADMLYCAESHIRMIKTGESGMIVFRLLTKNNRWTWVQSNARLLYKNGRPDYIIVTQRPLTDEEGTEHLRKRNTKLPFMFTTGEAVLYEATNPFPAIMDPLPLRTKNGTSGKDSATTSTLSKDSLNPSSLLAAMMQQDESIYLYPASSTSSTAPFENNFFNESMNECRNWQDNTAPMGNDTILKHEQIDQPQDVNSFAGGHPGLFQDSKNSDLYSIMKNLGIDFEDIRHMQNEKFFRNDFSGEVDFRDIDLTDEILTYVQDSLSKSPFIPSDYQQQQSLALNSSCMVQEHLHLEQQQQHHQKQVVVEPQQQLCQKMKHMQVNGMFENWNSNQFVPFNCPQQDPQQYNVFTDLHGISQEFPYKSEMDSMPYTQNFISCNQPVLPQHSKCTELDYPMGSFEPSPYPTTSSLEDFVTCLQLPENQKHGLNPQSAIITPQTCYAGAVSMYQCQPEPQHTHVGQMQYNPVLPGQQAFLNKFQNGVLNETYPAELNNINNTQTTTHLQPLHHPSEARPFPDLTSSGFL
CR mimetic SO = lowers age-related superoxide in aged yeast cells; S. cerevisiae aged cells, superoxide DHE fluorescence; hits give low values; superoxide response (% of plate mean), % at 10 µM; 0.18% of 330,000 active; AID 2690;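 active means superoxide response under a set limit, about three screen SD below normal, cut at about 65% in these data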;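 further: yeast aged for seven days with compound at 30 °C before DHE staining; 100% = average MFI of all compound-treated wells on the plate with controls excluded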
* = called active by the depositor; i = inactive; . = no result given; & = joins results of further samples.

1	CC(C)(CN=C1NS(=O)(=O)c2ccccc21)CNC(=O)CN1C(=O)c2ccccc2C1=O
2	COc1ccc(CCN2CCCn3c2nc2c3c(=O)[nH]c(=O)n2C)cc1OC
3	Cc1ccccc1OCCC(=O)OCC(=O)NNC(=O)c1cccs1
4	CCc1cc2c(=O)n(-c3ccccc3)c(=S)[nH]c2s1
5	O=C(/C=C/NCc1cccnc1)C(F)(F)C(F)(F)F
6	COc1ccc(NC(=O)CSc2ncn[nH]2)c([N+](=O)[O-])c1

Assay by compound	1	2	3	4	5	6
proCasp3 act	-8	.	11	-2	-1	-3
MEP2-GFP yeast	103	104	100	104	101	99
procasp7 counter	-2	.	3	-17	6	3
RPL19A TOR yeast	100	106	101	.	105	98
LAP4-GFP MLPCN	94	94	102	106	95	92
JMJD2C inh	1&-9	0	-1	-2	4	16
AHR activator	1	.	-1	6	2	-1
CR mimetic SO	94	106	91	93	101	118

7	CC(=O)N1C(=O)N(C(C)=O)C2C1N(C(C)=O)C(=O)N2C(C)=O (centres undefined)
8	Cc1c(OCC(N)=O)ccc2c(-c3ccccc3)cc(=O)oc12
9	Cc1n[nH]c(C)c1CN(C)C(=O)C1CCC(=O)N(CC2CCCCC2)C1 (centres undefined)
10	Cc1ccc(C(=O)N/C(=C/c2ccc(N(C)C)cc2)C(=O)NCC2CCCO2)cc1 (centres undefined)
11	CCOC(=O)c1sc(NC(=O)CCN2C(=O)C3CCCCC3C2=O)cc1C (centres undefined)
12	Cc1ccc(SCc2cc(=O)[nH]c(/N=C(\N)Nc3ccc(C)c(C)c3)n2)cc1

Assay by compound	7	8	9	10	11	12
proCasp3 act	-10	5	3	-9	4	5
MEP2-GFP yeast	104	105	103	110	102	105
procasp7 counter	9	-6	-12	2	8	-4
RPL19A TOR yeast	105	100	104	100	105	98
LAP4-GFP MLPCN	103	107	100	105	117	103
JMJD2C inh	4	-2	2	9	4	-9
AHR activator	-1	3	-1	9	3	0
CR mimetic SO	104	109	92	99	88	107

13	Cn1ccsc1=NC(=O)c1ccc(S(C)(=O)=O)c([N+](=O)[O-])c1
14	COc1ccc(C(C(=O)NC2CCCC2)N(CCN(C)C)C(=O)c2snc(C(N)=O)c2N)cc1 (centres undefined)
15	COc1cc(C(=O)NNC(=O)CSc2nnc3ccccn23)cc(OC)c1OC
16	C(=C\c1nc(-c2ccncc2)no1)/c1ccccc1
17	CCCSc1ccc([C@H]2N[C@@](C)(C(=O)OC)[C@H]3C(=O)N(C)C(=O)[C@@H]23)cc1OC
18	CC(=O)Nc1ccc2c(c1)N(C(=O)CN(C)C)c1ccccc1CC2

Assay by compound	13	14	15	16	17	18
proCasp3 act	5	0	-3	0	2	14
MEP2-GFP yeast	102	107	110	97	97	111
procasp7 counter	0	5	-12	-1	-18	-3
RPL19A TOR yeast	102	101	100	98	98	105
LAP4-GFP MLPCN	98	103	106	105	109	111
JMJD2C inh	2	-27	12	-4	-5	3
AHR activator	62*	1	0	5	-1	4
CR mimetic SO	108	88	97	105	101	102

19	COc1ccc(Cl)cc1NC(=O)Cn1nnc(C(=O)NCc2ccc3c(c2)OCO3)c1N
20	O=C(Nc1cccnc1)c1ccc2c(c1)OCO2
21	CCOC(=O)CNS(=O)(=O)c1ccc(C(=O)O)cc1
22	Cc1nc2c(c(C)nn2-c2ccccc2)c(C)c1C
23	O=C(O)c1cc(=O)[nH]c2ccc(S(=O)(=O)Nc3ccc(F)cc3)cc12
24	CC(C)C(NC(=O)c1ccccc1)C(=O)N1CCN(C/C=C/c2ccccc2)CC1 (centres undefined)

Assay by compound	19	20	21	22	23	24
proCasp3 act	2	10	4	6	-9	0
MEP2-GFP yeast	99	100	99	95	113	101
procasp7 counter	3	5	0	3	-2	13
RPL19A TOR yeast	102	100	103	95	111	95
LAP4-GFP MLPCN	101	98	92	94	95	98
JMJD2C inh	7	-6	-20	-5	-12	-12
AHR activator	4	51*	0	46	3	0
CR mimetic SO	103	117	89	101	57*	106

Ordered by formula weight (ascending): 5 of the compounds above
16	C(=C\c1nc(-c2ccncc2)no1)/c1ccccc1
22	Cc1nc2c(c(C)nn2-c2ccccc2)c(C)c1C
5	O=C(/C=C/NCc1cccnc1)C(F)(F)C(F)(F)F
11	CCOC(=O)c1sc(NC(=O)CCN2C(=O)C3CCCCC3C2=O)cc1C (centres undefined)
1	CC(C)(CN=C1NS(=O)(=O)c2ccccc21)CNC(=O)CN1C(=O)c2ccccc2C1=O

Assay by compound	16	22	5	11	1
proCasp3 act	0	6	-1	4	-8
MEP2-GFP yeast	97	95	101	102	103
procasp7 counter	-1	3	6	8	-2
RPL19A TOR yeast	98	95	105	105	100
LAP4-GFP MLPCN	105	94	95	117	94
JMJD2C inh	-4	-5	4	4	1&-9
AHR activator	5	46	2	3	1
CR mimetic SO	105	101	101	88	94

Later entries
25	Cc1ccccc1NC(=O)Cn1c(=O)oc2ccccc21
26	O=C(/C=C/c1ccccc1)NCC(=O)N/N=C/c1cccs1
27	CCOc1cccc(NC(=O)CSc2nc(C)c3c(c2C#N)CCCC3)c1
28	Cc1sc2ncnc(N3CCC(C(=O)NNC(=O)c4ccccc4Cl)CC3)c2c1C
29	COc1ccc(C2=NOC(C)(c3sc(-c4ccc(Cl)cc4)nc3C)C2)cc1 (centres undefined)
30	COc1ccc(S(=O)(=O)N2CCN(Cc3cc(OC)c(O)c(OC)c3)CC2)cc1

Assay by compound	25	26	27	28	29	30
proCasp3 act	1	2	0	-4	2	6
MEP2-GFP yeast	85	105	98	103	94	102
procasp7 counter	8	-8	-3	4	4	-6
RPL19A TOR yeast	93	105	98	102	94	99
LAP4-GFP MLPCN	77	104	100	102	97	84
JMJD2C inh	21	9	12	-5	3	-1
AHR activator	0	6	2	1	22	0
CR mimetic SO	70	99	86	101	100	95

31	COc1ccc(-c2csc(N(CCCN(C)C)C(=O)c3ccccc3Cl)n2)cc1
32	Cc1ccccc1-c1ccc(Nc2ccc(N3CCOCC3)cc2)nn1
33	COc1ccc(C2NC(=O)NC(C)=C2C(=O)OC2CCC(C)CC2)cc1 (centres undefined)
34	NC(=O)C1CC(=O)N(c2ccc(OCc3c(F)cccc3Cl)cc2)C1 (centres undefined)
35	O=C(CCc1nnc(CCCCc2ccccc2)o1)NCCc1cccnc1
36	COc1ccc(NC(=O)CSc2nc3[nH]ncc3c(=O)n2-c2ccccc2OC)cc1OC

Assay by compound	31	32	33	34	35	36
proCasp3 act	2	1	.	2	-7	1
MEP2-GFP yeast	100	106	108	115	98	91
procasp7 counter	10	-4	.	-1	0	12
RPL19A TOR yeast	102	96	103	110	95	100
LAP4-GFP MLPCN	96	131	97	95	94	94
JMJD2C inh	-16	4	6	3	11	8
AHR activator	1	6	.	-3	0	-1
CR mimetic SO	102	93	105	103	88	88

3 entries from above, as a markdown table.
| entry | compound | proCasp3 act | MEP2-GFP yeast | procasp7 counter | RPL19A TOR yeast | LAP4-GFP MLPCN | JMJD2C inh | AHR activator | CR mimetic SO |
| --- | --- | --- | --- | --- | --- | --- | --- | --- | --- |
| 5 | O=C(/C=C/NCc1cccnc1)C(F)(F)C(F)(F)F | -1 | 101 | 6 | 105 | 95 | 4 | 2 | 101 |
| 6 | COc1ccc(NC(=O)CSc2ncn[nH]2)c([N+](=O)[O-])c1 | -3 | 99 | 3 | 98 | 92 | 16 | -1 | 118 |
| 8 | Cc1c(OCC(N)=O)ccc2c(-c3ccccc3)cc(=O)oc12 | 5 | 105 | -6 | 100 | 107 | -2 | 3 | 109 |

Other compounds:
37	CCCCCCn1c(C(C)NC(=O)c2ccco2)nc2ccccc21 (centres undefined)
38	COc1ccc(OC)c(S(=O)(=O)Nc2cc(C)on2)c1
39	Cn1c(NC(=O)c2ccc(Cl)cc2)c(-c2ccccn2)c(=O)c2ccccc21
40	O=C(Nc1ccc(F)cc1)Nc1ccc(NC(=O)c2ccccc2O)cc1
41	CCOc1ccc(N(CC(=O)NCCSc2ccccn2)S(C)(=O)=O)cc1
42	CC1C(=O)CC(c2ccccc2)N(C)C1c1ccccc1 (centres undefined)

Assay by compound	37	38	39	40	41	42
proCasp3 act	-2	8	3	6	1	-7
MEP2-GFP yeast	105	99	105	96	103	97
procasp7 counter	2	4	-2	13	2	-3
RPL19A TOR yeast	103	100	101	98	97	103
LAP4-GFP MLPCN	102	98	96	105	101	97
JMJD2C inh	0	16	4	-1	1	7
AHR activator	3	-4	-1	-2	-1	-2
CR mimetic SO	100	103	96	99	102	93

43	CC1CN(CC(O)COc2ccc(C#N)cc2)CCN1CC(O)COc1ccc(C#N)cc1 (centres undefined)
44	Cc1ccc(-c2nnc(NC3CCCCC3)c3ccccc23)cc1S(=O)(=O)N1CCN(C)CC1
45	CC[N+](C)(C)CCN(Cc1ccc(Cl)cc1)c1ccccn1
46	COC(=O)C(Cc1ccc(O)cc1)NC(=O)C(C)Oc1ccccc1 (centres undefined)
47	O=C(Nc1ccc2ccccc2c1)c1ccccc1O
48	CCC(Sc1ccc2nnc(-c3cccnc3)n2n1)C(=O)OC (centres undefined)

Assay by compound	43	44	45	46	47	48
proCasp3 act	0	7	4	-1	6	2
MEP2-GFP yeast	104	92	107	104	106	102
procasp7 counter	4	5	-6	8	-2	-1
RPL19A TOR yeast	103	116	102	100	103	103
LAP4-GFP MLPCN	105	76	100	98	112	111
JMJD2C inh	10	-5	-23	i	4	-3
AHR activator	-3	0	2	-6	48*	1
CR mimetic SO	89	116	95	102	98	94

49	COc1ccc(N2C(=O)CSC23C(=O)Nc2ccccc23)cc1 (centres undefined)
50	FC(F)(F)c1cc(-c2ccco2)nc(NCc2cccs2)n1
51	O=C(CNC(=O)c1ccc(Br)o1)NCc1ccc(Cl)cc1Cl
52	CN(CC(=O)Nc1cccc(F)c1)C(=O)c1ccccc1CCc1ccccc1
53	CCCCN(C(=O)c1ccccc1Br)C1CCS(=O)(=O)C1 (centres undefined)
54	CCCCC[C@H](O)/C=C/[C@@H]1[C@@H](C/C=C\CCCC(=O)O)[C@@H](O)C[C@H]1O

Assay by compound	49	50	51	52	53	54
proCasp3 act	1	-7	.	0	0	4
MEP2-GFP yeast	106	99	98	91	93	100
procasp7 counter	-7	-16	.	6	8	8
RPL19A TOR yeast	100	101	105	89	91	102
LAP4-GFP MLPCN	102	111	81	103	96	97
JMJD2C inh	-7	2	-15	-5	-5	-7
AHR activator	7	3	.	-2	-1	-3
CR mimetic SO	91	93	104	82	100	98

55	COc1ccc(C2CC3(CC(C)(C)NC(SC)=N3)Oc3cc(O)cc(C)c32)cc1 (centres undefined)
56	O=C(Nc1ccc(-c2csc(Nc3cccc(C(F)(F)F)c3)n2)cc1)c1cccc(C(F)(F)F)c1
57	Cc1csc(SC(C)C(=O)Nc2ccc(Cl)cn2)n1 (centres undefined)
58	COc1ccc(OC)c(/C=N/NC(=O)C(O)c2ccccc2)c1 (centres undefined)
59	CCOC(=O)c1c(C)nsc1NC(=O)C1CCCCC1
60	COc1ccccc1N(C(=O)c1cncc(Br)c1)c1nc(-c2ccc(C)cc2)cs1
61	S=c1[nH]nc(CCc2nc3ccccc3[nH]2)n1-c1ccccc1
62	COC(=O)C1=C(C)N(Cc2ccccc2)C(=NCc2cc(OC)c(OC)c(OC)c2)N[C@H]1CCc1ccccc1

Assay by compound	55	56	57	58	59	60	61	62
proCasp3 act	-3	2	-3	-9	4	-6	-3	-2
MEP2-GFP yeast	105	102	107	103	94	104	113	94
procasp7 counter	2	-8	-5	10	7	-10	1	-3
RPL19A TOR yeast	104	103	94	108	99	106	106	109
LAP4-GFP MLPCN	103	142	99	87	90	94	95	88
JMJD2C inh	-10	3&-17	-2	-1	1	3	18	-3
AHR activator	-3	114*	0	2	0	40	5	-3
CR mimetic SO	96	96	90	103	105	100	89	87

High-throughput results from PubChem.
